# MEP2 TOR yeast: modulators of TOR pathway MEP2-GFP in S. cerevisiae. S. cerevisiae MEP2-GFP strain, flow cytometry GFP, 3 h; 100% = DMSO control level. GFP response vs DMSO, % at 10 µM. 330,000 compounds, 0.51% hits;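 active = GFP response versus DMSO above a set limit, roughly screen mean plus 3 SD, cut at about 180% in these data; inconclusive = fewer than 70 cells counted for a yeast strain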;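 also: median GFP fluorescence of the barcode-gated MEP2-GFP cells per well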
# proCasp3 act: activates human procaspase-3 | activation, % at 8.5 µM | P42574 | recombinant procaspase-3 D3A, Ac-DEVD-pNA absorbance 405 nm | 330,000 compounds, 0.11% hits;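 active = activation above the mean of all tested compounds plus 3 SD, cut at about 21% in these data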;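 also: 0% = DMSO alone and 100% = DMSO wells spiked with extra 5 µM PC-3 D3A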
#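 Assay system – Procaspase-3 D3A mutant · Benchmarks – DMSO low control, extra-enzyme high control · Technique – 405 nm absorbance of p-nitroaniline, reads at 0 and 120 min · Doses – 8.5 µM nominal · Measure – % activation between DMSO and enzyme-spiked controls · Also added – Ac-DEVD-pNA chromogenic peptide substrate · Schedule – 1 h compound preincubation, 2 h substrate hydrolysis at 25 °C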
# RPL19A-GFP yeast: modulators of TOR pathway RPL19A-GFP in S. cerevisiae; S. cerevisiae RPL19A-GFP strain, flow cytometry, 3 h; stronger effect = lower value; percent response vs DMSO, % at 10 µM; 330,000 compounds, 0.3% hits;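 active = percent response vs DMSO below 50%; inconclusive = fewer than 70 events counted for the yeast strain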;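 also: median channel GFP fluorescence of the barcoded RPL19A-GFP strain; ratio of sample median GFP to plate DMSO average so 100% = DMSO; lower means less RPL19A-GFP as with rapamycin TOR inhibition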
# EBNA-1 inh: blocks EBNA-1 binding to DNA; inhibition, % at 14.8 µM; AID 1950; 300,000 compounds, 0.34% hits; EBNA-1 DNA binding, fluorescence polarization; in the data active = inhibition above about 28%
# LAP4 TOR yeast: alters LAP4-GFP fluorescence in TOR pathway yeast screen. S. cerevisiae LAP4-GFP multiplex, flow cytometry GFP, 3 h; median GFP as percent of DMSO wells. GFP response vs DMSO, % at 10 µM. 320,000 compounds, 0.34% hits;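 active = GFP response vs DMSO above a set limit, about the screen mean plus 3 SD, cut at about 150% in these data; inconclusive = under 70 cell events counted for the yeast strain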
# proCasp7 act: counter-screen: procaspase-7 (human) activation | 330,000 compounds, 0.093% hits | recombinant procaspase-7, Ac-DEVD-pNA absorbance 405 nm; D23A/D198A/D206A triple mutant, cannot self-cleave; scale: DMSO 0, 5 µM enzyme 100 | P55210 | activation, % at 8.5 µM;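 active = percent activation above the screen-wide mean plus 3 SD, cut at about 25% in these data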
#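 Assay system – Uncleavable procaspase-7 mutant enzyme · Quantity – 2 µM procaspase-7 mutant as dispensed · Times – 1 h preincubation, 2 h reaction · Dosing – single nominal 8.5 µM compound dose, 0.8% DMSO final · Buffer or medium – Zinc-free 50 mM HEPES buffer, pH 7.4, with NaCl and Triton X-100 · Detection – Epi-absorbance of released pNA at 405 nm, two timepoints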
# AHR activator: activators of human aryl hydrocarbon receptor | 320,000 compounds, 2.5% hits | activation, % at 5 µM | AID 2796 | AHR-responsive luciferase reporter cells, luminescence | P35869; in the data active = activation above about 47%;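 also: 0% = vehicle wells and 100% = reference agonist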
# ZTA DNA inh: ZTA (EBV) inhibition in EBNA-1 counter-screen; P03206; ZTA-DNA binding, fluorescence polarization; inhibition, % at 11 µM; 320,000 compounds, 0.15% hits; AID 2234; in the data active = inhibition above about 33%
# Numbers without * were called inactive; ? = inconclusive; nt = no result given; [ ] = another dose, or the depositor's remark. The order is random, and some 3.8% of all compounds hit somewhere here.
SMILES,MEP2 TOR yeast,proCasp3 act,RPL19A-GFP yeast,EBNA-1 inh,LAP4 TOR yeast,proCasp7 act,AHR activator,ZTA DNA inh
CC1=C(C(=O)Nc2ccccc2C)C(c2ccc(C)o2)n2c(s/c(=C/c3ccccc3)c2=O)=N1 (stereo unspecified),97,-8,98,-8,90,-20,0,5
Cc1ccc(Nc2nnc(SCC(=O)c3c(N)n(C4CC4)c(=O)[nH]c3=O)s2)cc1C,98,3,97,nt,101,-2,3,-1
COP1(=O)C=C[C@H](N(Cc2ccccc2)S(=O)(=O)c2ccccc2[N+](=O)[O-])[C@@H](C)O1 (stereo partly specified),98,12,97,8,125,4,-1,6
COc1ccccc1/C=N/N1CCN(c2ccc(Cl)cc2)CC1,104,-12,103,-8,106,9,-9,-23
Cc1ccc(S(=O)(=O)N(C)C)cc1NC(=S)Nc1cccc2ccccc12,111,-6,109,-16,101,-21,59*,-1
COc1ccccc1-n1c(CNC(=O)c2cccc([N+](=O)[O-])c2C)n[nH]c1=S,104,-4,101,-14,96,-12,1,-15
Cc1ccc(-c2cc(C(=O)NCCCn3ccnc3)c3cc(Br)ccc3n2)o1,97,5,95,4,100,-5,21,-4
CCOC(=O)N1CCN(C(=O)c2ccc3nc4ccsc4c(=O)n3c2)CC1,95,-2,103,-4,103,-6,16,-6
COc1ccc(OCC(=O)NNC(=O)C2CCN(c3ncnc4sc(C)c(C)c34)CC2)cc1,102,-3,109,nt,101,-4,4,-3
Cc1ccccc1C(=O)NCC(=O)N1CCN(c2ccccn2)CC1,114,1,99,nt,96,6,0,nt
CCOC(=O)N1CCN(c2ccc(F)cc2[N+](=O)[O-])CC1,93,-1,99,-8,101,2,-3,-5
O=C(NCCO)c1cc2cc(Cl)cc(Cl)c2oc1=O,102,-9,104,-10,97,-20,6,3
CCC(=O)Nc1nc2nc(-c3ccccc3)cc(-c3ccccc3)n2n1,101,0,100,3,101,1,6,12
CCOc1cc(C(=O)Nc2cc(C)ccc2OC)ccc1OCC(=O)N1CCCCC1,130,8,96,1,114,-1,-2,10
O=C(CSc1ncccn1)Nc1ncc(C(F)(F)F)cc1Cl,99,-8,98,-6,110,-4,-3,16
COc1cc(C(C)=O)ccc1OCC(=O)NCCCn1nc(C)cc1C,109,3,105,nt,109,8,2,nt
CCc1ccc(C(=O)NNc2ccc(F)cc2)cc1,104,1,115,5,120,-22,-7,-2
COc1ccc(NC(=O)CN(C)CC(=O)Nc2ccccc2SC)cc1,96,10,98,2,88,1,9,-2
CC(C)COC(=O)NC1c2ccccc2Oc2ccccc21,95,-3,101,-1,90,5,5,6
CC(=O)NCCNC(=O)[C@H](Cc1ccccc1)NC(=O)c1cccs1,104,2,104,15,91,-4,-2,8
Cc1ccc(C(=O)Nc2cccc(C(=O)O)c2)cc1,102,10,101,-15,97,1,-15,10
Cc1sc2ncnc(SCc3ccco3)c2c1C,102,-7,104,-6,115,-5,3,3
O=C(OCC(=O)N1CCN(C(=O)c2ccco2)CC1)c1ccccc1OCc1ccc(Cl)cc1,96,10,94,10,95,3,1,-4
Cc1ccc(C2=NOC(C)(c3nnc(-c4cccc(Cl)c4)o3)C2)cc1 (stereo unspecified),90,5,101,4,105,7,-4,-3
CCCn1c(SCc2ccccn2)nc2c1c(=O)n(C)c(=O)n2C,103,4,100,1,99,-3,1,-3
# Remaining list, next part.
SMILES,MEP2 TOR yeast,proCasp3 act,RPL19A-GFP yeast,EBNA-1 inh,LAP4 TOR yeast,proCasp7 act,AHR activator,ZTA DNA inh
COc1cccc(CNC(=O)c2nnn(CC(=O)Nc3ccc(Br)cc3)c2N)c1,104,-2,95,-1,98,6,0,12
Cc1nc2ccc(S(=O)(=O)NCC(=O)N(C)Cc3ccco3)cc2s1,99,6,95,-10,97,-9,-1,0
O=C(CCC(=O)Nc1ccc(F)cc1)N/N=C/c1ccncc1,91,-7,95,-6,93,7,0,3
Cc1cc(NC(=O)C2CCN(S(=O)(=O)c3cccs3)CC2)no1,98,11,98,6,98,5,3,10
CC(=O)Nc1ccccc1-c1nc2ccc(C(=O)N3CCN(c4ccccc4)CC3)cc2[nH]c1=O,102,-1,101,6,108,-3,6,13
COc1cc(CNC2CCCCCCC2)cc(Cl)c1OCC(N)=O,106,4,102,-6,90,-1,4,0
O=C(CSc1nnc(-c2cccs2)o1)c1cccs1,98,-2,100,2,100,4,4,-15
C=CCOc1ccc(/C=C/C(C)=N\O)cc1,96,13,95,-3,113,-1,9,-7
COc1ccc(CCNc2ccc(C)cc2)cc1,101,-2,98,1,108,3,0,2
COc1ccccc1C1CC(c2c(-c3ccccc3)c3cc(Cl)ccc3[nH]c2=O)=NN1S(C)(=O)=O (stereo unspecified),101,8,95,-4,96,1,2,5
Cc1ccc(C(=O)CN2CCC(NC(=O)C3CCCCC3)CC2)cc1,95,-1,95,-12,107,0,9,-3
Nc1nccnc1C(=O)OCC(=O)NNC(=O)c1ccccc1,?,2,?,2,?,5,0,11
COCCCNS(=O)(=O)c1ccc2c3c(cccc13)C(=O)S2,99,1,95,15,100,-2,-2,16
COc1ccc(-c2cc(C(=O)N3CCN(c4ccccc4OC)CC3)no2)cc1OC,101,-2,96,-7,107,-1,2,-6
COC(=O)c1ccc(Cl)c(NC(=O)CN(c2ccccc2)S(=O)(=O)c2ccc(OC)cc2)c1,83,-5,89,-5,83,7,0,-3
CN1CCN(C(c2cccs2)c2nnnn2Cc2ccc(F)cc2)CC1 (stereo unspecified),99,4,98,1,102,1,3,14
CCOC(=O)c1cc(-c2ccccc2)nn1Cc1cc(C)no1,97,-11,104,-4,106,10,-4,6
CCOC(=O)/C=C/c1ccc2c(c1)S(=O)(=O)N(c1cccc(OC)c1)[C@H]2CC(=O)OCC,92,-2,101,-9,133,-3,0,-1
O=C1COc2ccc(C(=O)COC(=O)CCSc3ccc(Cl)cc3)cc2N1,96,0,95,20,96,-3,1,-6
CCn1nnc(NC(=O)c2ccc(Br)o2)n1,101,10,98,-13,103,2,1,4
CCCCc1ccc(NC(=S)NCCc2ccc(S(N)(=O)=O)cc2)cc1,114,7,108,-3,107,2,7,0
CCOc1ccc(C(=O)NCC(=O)N2CCCCCCC2)cc1OCC,94,5,95,1,101,-3,0,-1
CCOC(=O)/C(C#N)=C/c1cn(CCC(=O)O)nc1-c1ccc(OC)cc1,93,7,100,9,103,-7,1,2
COc1cc([N+](=O)[O-])cc(/C=N/NC(=O)Cn2nccc2C)c1O,105,-10,98,-1,96,0,0,-3
O=C(CSC1c2ccccc2C(=O)N1c1ccccc1)N1CCOCC1 (stereo unspecified),105,6,96,3,101,8,-1,-8
# Later entries.
SMILES,MEP2 TOR yeast,proCasp3 act,RPL19A-GFP yeast,EBNA-1 inh,LAP4 TOR yeast,proCasp7 act,AHR activator,ZTA DNA inh
COc1ccc(NC(=S)NCc2ccc(F)cc2)cc1,83,12,89,-5,73,-14,3,3
CCc1nc2sc3c(O)cc(=O)[nH]c3c2cc1C,107,-8,86,-9,88,-2,1,11
CCN1CCN(C(=O)/C=C/c2ccc(C)o2)CC1,103,-1,104,11,90,9,2,13
O=C(Nc1cc2c(cc1Br)OCCO2)c1ccco1,103,-4,98,6,99,-5,-6,2
CC1(C)S[C@@H]2[C@H](NC(=O)C(NC(=O)N3CCNC3=O)c3ccccc3)C(=O)N2[C@H]1C(=O)O (stereo partly specified),100,10,104,3,96,-1,0,-11
CC(C)c1ccc(CNn2cnnc2)cc1,107,-8,105,-5,105,3,3,11
CCCCn1nnc(NC(=S)NC(=O)c2cccs2)n1,104,-26,96,9,103,-27,3,4
Cc1ccc(N(Cc2cc3cc(C)ccc3[nH]c2=O)S(=O)(=O)c2ccccc2)cc1,105,-3,102,1,102,-1,37,8
Cc1cc(NC(=O)c2ccc3c(c2)C(=O)N(c2cccc(C)c2C)C3=O)no1,101,4,101,5,88,15,0,19
O=C(CSc1nnc(Cn2nnc(-c3ccccc3)n2)n1-c1ccccc1)Nc1ccccc1,95,-2,99,7,92,3,2,8
COc1ccc(NC(=O)CN(C)C(=O)c2cccc(S(=O)(=O)N3CC4(C)CC3CC(C)(C)C4)c2)cc1 (stereo unspecified),103,-8,92,4,95,7,2,-4
CC(C)(CC(=O)O)CC(=O)N1CCCN(c2nc3ccc(Cl)cc3s2)CC1,102,4,98,-20,109,11,1,-7
CC1=C(C(=O)N(C)Cc2ccccc2)C2(CCC(C)CC2)OC1=O (stereo unspecified),100,9,96,-1,101,7,3,3
O=C(CN1C(=O)c2cccc3cccc(c23)C1=O)NCCN1CCOCC1,99,7,99,-2,98,-1,0,-16
Cc1ccccc1/C=N/n1c(-c2ccccn2)n[nH]c1=S,103,-6,98,-5,110,-3,0,-4
COc1ccccc1-c1cc(C(=O)Nc2ccc(F)cc2F)no1,109,0,103,-16,105,-18,1,-11
O=C(Cc1ccc(Cl)cc1)Nc1ccccc1C(=O)N1CCCC1,102,5,109,-16,76,9,4,1
COc1cccc(C(=O)COc2ccc3ccc(=O)oc3c2)c1,99,-9,96,-17,93,-10,18,0
O=C(CSc1ccc2ccccc2c1)Nn1cnnc1,102,12,105,-10,94,4,2,16
Cc1cc(C)n2nc(C(=O)OCC(=O)Nc3ccc(F)cc3F)nc2n1,99,13,98,0,107,1,1,11
O=c1c2c(nc3nc[nH]n13)CCC2,532*[may fluoresce violet],-6,19*[may fluoresce violet],3,107[may fluoresce violet],8,-3,-1
O=C(NCCc1c[nH]c2ccccc12)c1ccccc1,92,-3,95,7,83,1,3,-10
COCCN(C(=O)c1ccc(COc2ccccc2)o1)c1c(N)n(CC(C)C)c(=O)[nH]c1=O,95,-3,101,nt,97,0,1,-9
COC(=O)c1cc(CNC(=O)CC(C)c2ccccc2)ccc1OC (stereo unspecified),104,3,106,-9,95,7,-2,-2
O=C1N[C@@H](c2ccccc2)COC(=O)[C@@H](Cc2ccc(F)cc2)C/C=C\C[C@H]1CC(=O)N(CCO)Cc1ccccc1,106,-3,104,nt,107,5,-1,nt
COC(=O)c1cnn(-c2ccccc2)c1-n1cccc1C=O,96,-1,95,-2,102,0,-1,24
CCC(C)NC(=O)CSc1nc2ccsc2c(=O)n1-c1ccc(OC)cc1 (stereo unspecified),102,8,102,5,106,3,-2,-5
Cc1ccc(C(=O)Nc2sc3c(c2C(=O)NCc2ccco2)CCCC3)cc1,99,1,96,-12,97,2,15,14
O=C(NCc1ccncc1)C(=O)Nc1nc2ccccc2s1,100,4,101,-16,90,-5,15,14
Fc1ccc(OCCOCCN2CCCC2)cc1,104,-9,101,6,nt,4,-2,-1

# Individual results from above:
# O=C(CN1C(=O)c2cccc3cccc(c23)C1=O)NCCN1CCOCC1 in MEP2 TOR yeast reads 99
# COC(=O)c1cc(CNC(=O)CC(C)c2ccccc2)ccc1OC (stereo unspecified) in proCasp3 act reads 3

# Entries listed so far printed as active in MEP2 TOR yeast:
structure,MEP2 TOR yeast,proCasp3 act,RPL19A-GFP yeast,EBNA-1 inh,LAP4 TOR yeast,AHR activator
O=c1c2c(nc3nc[nH]n13)CCC2,532*[may fluoresce violet],-6,19*[may fluoresce violet],3,107[may fluoresce violet],-3

# High-throughput results as filed in PubChem BioAssay.
